High-throughput results as filed in PubChem.
NOD1 NF-kB reporter: NOD1 signaling inhibitors, primary screen, cell-based, luminescence, uHTS (AID 1578). 290,000 tested, 1% active. NOD1-driven NF-kB luciferase reporter cells, luminescence; higher % means a stronger effect. one-dose inhibition, % at 4 µM; EC50 in µM for titrated hits; in the data active = inhibition mostly above about 36%, no sharp cut-off; inactive = mostly below about 34%;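 note: HEK-293T reporter cells stimulated with the NOD1 agonist gamma-tri-DAP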
KOR beta-arrestin-1: kappa opioid receptor blockers – cell-based, luminescence, uHTS (AID 1778); KOR beta-arrestin recruitment, luminescence, antagonist mode; higher % means a stronger effect; inhibition, % at 10 µM, or IC50 in µM where a hit was titrated; 290,000 tested, 0.091% active; in the data active = inhibition above about 50%; note: strong numbers were not always called active
KOR beta-arrestin-2: kappa opioid receptor activators – cell-based, luminescence, uHTS, primary screen (AID 1777); KOR beta-arrestin recruitment, luminescence; higher % means a stronger effect; activation, % at 10 µM, or EC50 in µM where a hit was titrated; 280,000 tested, 0.02% active; in the data active = activation above about 50%, passing the limit was not always enough; note: a part of the inactive calls stands beside numbers as strong as those of hits
GPR55 antagonists: GPR55 antagonists blocking LPI-driven arrestin recruitment, primary screen, imaging, U2OS, beta-arrestin-GFP, LPI agonist (AID 2013); inhibition, % at 10 µM; hits with a dose series show IC50 in µM; 290,000 tested, 0.13% active; U2OS GPR55 beta-arrestin-GFP translocation imaging, LPI antagonism; higher % means a stronger effect;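 active = spots per cell inhibited over 60%, with over 100 cells counted and total cytoplasm intensity under 500,000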;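 note: U2OS cells stably carrying GPR55 and arrestin-GFP stimulated by 5 µM LPI near EC80; imaged beta-arrestin-GFP aggregate spots per cell after agonist stimulation; plate controls were LPI-stimulated DMSO wells for no effect and DMSO wells without LPI for full effect; some results filed as inactive read as strong as hits; confirmed hits need IC50 under 10 µM and bright autofluorescent wells are also inconclusive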
GPR55 activation: selective activators of receptor GPR55 – imaging, U2OS cells, beta-arrestin-GFP redistribution, primary screen (AID 1961); U2OS GPR55 beta-arrestin-GFP redistribution imaging; higher % means a stronger effect; activation, % at 10 µM; hits with a dose series show EC50 in µM; 290,000 tested, 0.048% active;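 active = activation above 40% with more than 50 cells counted in the well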;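 note: U2OS osteosarcoma cells stably expressing GPR55 and beta-arrestin-GFP; plate controls were DMSO negative control for no effect and LPI positive control for full effect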
GPR35 arrestin U2OS: GPR35 antagonists blocking zaprinast-driven arrestin recruitment, primary screen, imaging, U2OS, beta-arrestin-GFP, zaprinast agonist (AID 2058); 290,000 tested, 0.052% active; U2OS GPR35 beta-arrestin-GFP translocation imaging, zaprinast antagonism; higher % means a stronger effect; inhibition, % at 10 µM, or IC50 in µM where a hit was titrated;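 active = inhibition of at least 50% with at least 30 cells and total cytoplasm GFP at most 10,000,000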
Siah-1 displacement: Siah-1 peptide-binding antagonists, primary screen, biochemical, fluorescence polarization, rhodamine-plectin, uHTS (AID 1817); Siah-1 / rhodamine-plectin peptide fluorescence polarization; higher % means a stronger effect; displacement, % at 20 µM, or IC50 in µM where a hit was titrated; 290,000 tested, 0.02% active;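 active = displacement of at least 50% at 20 µM, with a fluorescence ratio check between 0.3 and a set limit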;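 note: plate controls were Siah plus tracer with DMSO for no effect and tracer alone without Siah for full effect; strong numbers were not always called active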
HIV fusion peptide: inhibitors of HIV fusion peptide binding, primary screen, biochemical, uHTS, fluorescence dequenching (AID 1986); one-dose inhibition, % at 20 µM; IC50 in µM for titrated hits; cell-free peptide binding, fluorescence dequenching, 30 min; higher % means a stronger effect; 290,000 tested, 0.3% active; in the data active = inhibition mostly above about 52%, no sharp cut-off; inactive = mostly below about 76%; note: some results filed as inactive read as strong as hits
AID2073: inhibitors of Mint1-CaV2.2 protein interaction, biochemical, HTRF (AID 2073) | HTRF protein-protein interaction, Mint1-CaV2.2; higher % means a stronger effect | inhibition, % at 20 µM, or IC50 in µM where a hit was titrated | 290,000 tested, 0.19% active; in the data active = inhibition mostly above about 51%, no sharp cut-off; note: some results filed as inactive read as strong as hits
Active calls of the source: *; nt = not tested or not shown; & = joins results of further samples; [ ] = remark or other dose. Some of the compounds tested; rates above refer to the full screens.

SMILES	NOD1 NF-kB reporter	KOR beta-arrestin-1	KOR beta-arrestin-2	GPR55 antagonists	GPR55 activation	GPR35 arrestin U2OS	Siah-1 displacement	HIV fusion peptide	AID2073
COc1ccc(C(=O)C2CCCN(S(=O)(=O)c3ccc(C(C)=O)cc3)C2)c(C)c1 (configuration not stated)	32%	-12%	-0.5%	7%	0.4%	4%	18%	-1.9%	-1%
COc1cc(C(=O)N2c3ccccc3CC2C)cc(OC)c1OC (configuration not stated)	-7%	-11%	-1.6%	-4%	1.0%	-2%	-4%	-1.3%	-2%
CCn1c(CNC(=O)C2CCCCC2)cc2cc(C)ccc21	-25%	-35%[20 µM]	5.6%	-10%	-0.2%	-6%	1%	-1.0%	15%
O=C(CSc1nnc(COc2ccc(Cl)cc2)o1)N1CCOCC1	0%	-34%	-7.8%	-9%	0.8%	2%	-7%	0.6%	5%
COc1ccc(Oc2nc3ccccc3nc2C(F)(F)F)cc1	7%	31%	-1.0%	15%	0.3%	1%	5%	2.0%	2%
COC(=O)c1cc(CSc2ncnc3sccc23)oc1C	-2%	32%	-1.5%	8%	-0.1%	3%	-2%	46%	16%
CC1=C(C(=O)OCc2ccccc2)C(c2ccco2)n2ncnc2N1 (configuration not stated)	nt	9%	-1.4%	5%	-0.1%	-9%	10%	-0.6%	3%
O=C(COc1ccccc1)Nc1ccccc1Cl	-37%	27%	-0.8%	1%	-0.1%	-7%	12%	2.2%	4%
CCCOc1ccc(N2C(=O)CC(N3CCN(c4ccccc4F)CC3)C2=O)cc1 (configuration not stated)	20%	21%	8.5%	2%	0.1%	4%	1%	-0.2%	7%
CN(C)S(=O)(=O)c1cc(C(=O)OCCn2cnc3c2c(=O)n(C)c(=O)n3C)ccc1Cl	-38%	-4%	3.0%	-3%	-0.5%	1%	-7%	-1.5%	0%
N/C(=N\OC(=O)c1ccccc1[N+](=O)[O-])c1cccnc1	-28%	20%	-4.1%	-1%	-0.4%	-5%	6%	0.3%	-6%
CNC(=O)c1nc(C)n(-c2cc(Cl)ccc2Cl)n1	18%	-32%	5.9%	8%	-0.2%	-5%	-3%	-0.1%	1%
O=C(O)c1ccccc1C(=O)Nc1ccc(S(=O)(=O)N2CCCC2)cc1	-8%	-3%	-5.6%	-5%	-0.4%	6%	-8%	-0.3%	-2%
CCOC(=O)c1c(C)[nH]c(C(=O)COC(=O)c2ccc(O)cc2O)c1C	-13%	-7%	-2.1%	1%	-0.2%	-3%	-2%	-1.5%	-4%
Cn1ncc2c(Nc3ccc(-c4ccccc4)cc3)ncnc21	-47%	-93%	7.4%	-2%	-0.1%	3%	-3%	0.5%	17%

Shown bar-delimited: part of the list above
molecule | NOD1 NF-kB reporter | KOR beta-arrestin-1 | KOR beta-arrestin-2 | GPR55 antagonists | GPR55 activation | GPR35 arrestin U2OS | Siah-1 displacement | HIV fusion peptide | AID2073
COc1ccc(C(=O)C2CCCN(S(=O)(=O)c3ccc(C(C)=O)cc3)C2)c(C)c1 (configuration not stated) | 32% | -12% | -0.5% | 7% | 0.4% | 4% | 18% | -1.9% | -1%
COc1cc(C(=O)N2c3ccccc3CC2C)cc(OC)c1OC (configuration not stated) | -7% | -11% | -1.6% | -4% | 1.0% | -2% | -4% | -1.3% | -2%
CCn1c(CNC(=O)C2CCCCC2)cc2cc(C)ccc21 | -25% | -35%[20 µM] | 5.6% | -10% | -0.2% | -6% | 1% | -1.0% | 15%
O=C(CSc1nnc(COc2ccc(Cl)cc2)o1)N1CCOCC1 | 0% | -34% | -7.8% | -9% | 0.8% | 2% | -7% | 0.6% | 5%
COc1ccc(Oc2nc3ccccc3nc2C(F)(F)F)cc1 | 7% | 31% | -1.0% | 15% | 0.3% | 1% | 5% | 2.0% | 2%
COC(=O)c1cc(CSc2ncnc3sccc23)oc1C | -2% | 32% | -1.5% | 8% | -0.1% | 3% | -2% | 46% | 16%
CC1=C(C(=O)OCc2ccccc2)C(c2ccco2)n2ncnc2N1 (configuration not stated) | nt | 9% | -1.4% | 5% | -0.1% | -9% | 10% | -0.6% | 3%
O=C(COc1ccccc1)Nc1ccccc1Cl | -37% | 27% | -0.8% | 1% | -0.1% | -7% | 12% | 2.2% | 4%
CCCOc1ccc(N2C(=O)CC(N3CCN(c4ccccc4F)CC3)C2=O)cc1 (configuration not stated) | 20% | 21% | 8.5% | 2% | 0.1% | 4% | 1% | -0.2% | 7%
CN(C)S(=O)(=O)c1cc(C(=O)OCCn2cnc3c2c(=O)n(C)c(=O)n3C)ccc1Cl | -38% | -4% | 3.0% | -3% | -0.5% | 1% | -7% | -1.5% | 0%
N/C(=N\OC(=O)c1ccccc1[N+](=O)[O-])c1cccnc1 | -28% | 20% | -4.1% | -1% | -0.4% | -5% | 6% | 0.3% | -6%
CNC(=O)c1nc(C)n(-c2cc(Cl)ccc2Cl)n1 | 18% | -32% | 5.9% | 8% | -0.2% | -5% | -3% | -0.1% | 1%
O=C(O)c1ccccc1C(=O)Nc1ccc(S(=O)(=O)N2CCCC2)cc1 | -8% | -3% | -5.6% | -5% | -0.4% | 6% | -8% | -0.3% | -2%

(next part)
SMILES	NOD1 NF-kB reporter	KOR beta-arrestin-1	KOR beta-arrestin-2	GPR55 antagonists	GPR55 activation	GPR35 arrestin U2OS	Siah-1 displacement	HIV fusion peptide	AID2073
OCCNCCNCc1ccccc1OCc1ccccc1	-16%	-41%[20 µM]	-1.9%	8%	0.6%	-15%	4%	0.8%	-13%
COc1ccc(NC(=O)CS(=O)(=O)c2ccc(C)cc2)c(OC)c1	-30%	-28%	2.4%	8%	0.2%	-10%	8%	0.9%	5%
Cc1ccc(-c2csc(N3CCN(c4cc5c(cc4Cl)nc(-c4ccncc4)n5CCOCCO)CC3)n2)cc1	20%	-18%[20 µM]	-6.2%	2%	0.6%	10%	-5%	1.0%	30%
COc1ccc(-c2nnn(CC(=O)N(c3cccc(O)c3)C(C)C(=O)NC3CCCC3)n2)cc1OC (configuration not stated)	-19%	14%[20 µM]	nt	12%	0.6%	-6%	-3%	-0.4%	13%
Cn1cc(S(=O)(=O)N2CCOCC2)cc1C(=O)NCc1ccccc1Cl	9%	-21%[20 µM]	-0.5%	-15%	-0.1%	-14%	10%	2.4%	15%
CC1CCN(c2ccc(C(=O)OCC(=O)NCCN3C(=O)CSC3=O)cc2[N+](=O)[O-])CC1	-28%	-4%	-1.9%	-12%	-0.4%	26%	0%	0.4%	0%
Cc1ccc(SCC(=O)c2c(C)nc3ccccn23)cc1	-16%	-52%	3.7%	-10%	0.7%	2%	0%	-0.4%	-8%
O=C(CCC(=O)Nc1ccccc1Cl)NN=C1CCCC1	-32%	21%	-4.5%	-9%	-0.1%	2%	12%	0.7%	-5%
Cc1cc(=O)n2[nH]c(-c3ccc(C(C)(C)C)cc3)cc2n1	-2%&10%	0%&3%	-5.8%&-1.8%	10%&11%	-0.1%&0.2%	-17%&14%	5%&5%	-0.4%&-1.9%	12%&-7%
Nn1c(COc2cccc(Br)c2)nnc1SCC(=O)N1CCc2ccccc2C1	-9%	-2%	2.6%	12%	-0.2%	-11%	5%	-1.8%	-1%
Cc1cc(C)n(-c2ccc(C(=O)OCC(=O)NC(c3ccccc3)c3ccccc3)cc2)n1	3%	-4%	18%	6%	-0.3%	16%	8%	-0.7%	26%
C=CCC1NS(=O)(=O)OCC1NC(=O)OCC(Cl)(Cl)Cl (configuration not stated)	-15%	-12%[20 µM]	-5.3%	-7%	-0.1%	0%	2%	-0.3%	8%
COc1ccc(-c2noc3c2-c2nc(C4CCCCC4)sc2CC3)cc1	1%	-23%[20 µM]	-4.5%	-5%	0.6%	4%	0%	-0.3%	5%
O=C(NN1C(=O)c2ccc3c4c(ccc(c24)C1=O)CC3)c1ccc(Br)cc1	17%	-21%	1.0%	-16%	0.0%	-4%	-1%	-2.3%	16%
CCOC(=O)C1NN=C(C(=O)c2ccccc2)C1c1ccccc1 (configuration not stated)	-9%	17%	0.9%	-6%	-0.3%	-10%	-1%	1.6%	3%
CCCN1CCC(=O)N([C@H](CSc2ccc(C)cc2)c2ccccc2)CC1	-9%	35%	3.1%	18%	0.7%	11%	5%	-0.7%	-5%
Cn1nnc(NCc2cc(Br)ccc2OCc2ccccc2F)n1	-26%	6%	2.8%	-12%	-0.1%	-12%	-4%	1.2%	-3%
Cc1ccc(S(=O)(=O)N(CC(=O)N2CCCC2)C2CCCCC2)cc1	-19%	50%	-4.1%	2%	-0.1%	-1%	12%	-0.6%	3%
CC(C)Sc1nc(N2CCOCC2)c2c(c1C#N)CC(C)(C)N(C)C2	-14%	-37%	5.7%	-1%	-0.1%	-12%	-2%	-1.2%	12%
Cc1ccc(S(=O)(=O)N2CCCOC2CNC(=O)C(=O)NCCc2c[nH]c3ccccc23)cc1 (configuration not stated)	-7%	4%	-3.0%	3%	0.3%	-2%	-2%	1.3%	7%
S=C(NCc1ccco1)Nc1ccccc1Cl	-6%	30%	-6.4%	0%	0.1%	-7%	-3%	-0.6%	10%
Cc1cccc(CCNC(=O)CCS(=O)(=O)c2cc3c(cc2Cl)NC(=O)CO3)c1	-26%	-22%	-0.1%	6%	-0.4%	-11%	-1%	2.9%	16%
CN(C)CCCN(C(=O)CCc1ccccc1)c1nc2c(F)cccc2s1	11%	-7%	5.2%	11%	0.2%	10%	-9%	-0.8%	-5%
O=C(/C=C/NNC(=O)c1ccccc1O)c1ccccc1	-16%	-17%[20 µM]	-5.7%	7%	-0.3%	-11%	-4%	5.0%	13%
O=C(Nc1cccnc1)c1sc(Nc2ccccc2F)nc1-c1ccccc1	-4%	27%	7.8%	1%	0.0%	-6%	6%	1.4%	10%
Cc1cccc(NC(=O)CCn2cnnn2)c1	-21%	-42%	2.6%	13%	0.2%	-9%	3%	0.8%	0%
COc1cccc(/C=C(/C#N)c2ccc(F)cc2)c1OCc1cccc(C(=O)O)c1	-22%	-11%	-2.8%	10%	0.0%	7%	-5%	22%	8%
COC(=O)CSc1ncnc2c(C)csc12	-5%	16%	3.8%	4%	-0.1%	-5%	0%	0.5%	3%
Cc1ccc(C)c(NS(=O)(=O)c2cc(C(=O)NCCSC3CCCCC3)ccc2C)c1	27%	-26%	1.1%	-1%	-0.1%	-6%	1%	1.1%	0%
C=CCn1c(COc2cccc3ccc(C)nc23)nnc1SCC(=O)OC	-12%	0%	-2.2%	-11%	-0.1%	13%	0%	0.9%	2%
COc1ccc(C(NC(C)=O)c2cc(Cl)c3cccnc3c2O)cc1OC (configuration not stated)	-40%	-18%	-1.7%	-4%	0.9%	-5%	-8%	-2.2%	-2%
NCCc1cnc[nH]1	-21%	-152%	0.2%	-5%	0.7%	-3%	2%	0.0%	0%
